# SENP1 inh = SENP1 (human) catalytic domain inhibition; 0.21% of 360,000 active; inhibition, % at 10 µM; recombinant SENP1 catalytic domain, CyPet-SUMO1-YPet FRET cleavage; Q9P0U3;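 active = inhibition at least 30% at 10 µM, raw YFP signal under a set limit, fluorescence ratio 0.5 to 1.5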;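 also: 0% = enzyme with DMSO and 100% = no enzyme wells; some results filed as inactive read as strong as hits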
#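 Test system: recombinant human SENP1 catalytic domain, His6-tagged / Medium: pH 8 Tris buffer with EDTA, NaCl, BME, BSA, NP40, catalase / Also added: SUMO1 FRET substrate flanked by Cypet and Ypet, 25 nM / Times: 50 min reaction at room temperature / Signal: FRET, CFP and YFP emission / Control set: no-enzyme low control and enzyme-plus-DMSO high control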
# SENP7 block = inhibitors of human SENP7 protease | Q9BQF6 | recombinant SENP7, Z-RLRGG-aminoluciferin luminescence, 40 min | inhibition, % at 5 µM | 1.5% of 330,000 active | AID 434973;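 active = inhibition above about 50% at the single test dose, limit read from the data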;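 also: plate controls were DMSO with enzyme for no effect and no enzyme buffer wells for full effect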
# Target sequence (Q9BQF6 706-1050 limits assumed): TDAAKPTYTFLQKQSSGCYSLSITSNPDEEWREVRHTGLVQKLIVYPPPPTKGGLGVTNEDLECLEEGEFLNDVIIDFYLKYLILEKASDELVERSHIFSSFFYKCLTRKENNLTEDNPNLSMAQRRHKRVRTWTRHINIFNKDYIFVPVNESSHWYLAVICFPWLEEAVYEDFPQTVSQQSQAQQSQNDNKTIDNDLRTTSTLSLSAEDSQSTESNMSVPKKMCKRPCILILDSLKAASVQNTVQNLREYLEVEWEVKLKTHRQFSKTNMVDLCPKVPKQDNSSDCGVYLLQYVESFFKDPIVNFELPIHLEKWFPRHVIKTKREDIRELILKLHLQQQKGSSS
# SENP6 block = inhibitors of human SENP6 protease. Recombinant SENP6 catalytic domain, aminoluciferin luminescence. 1.8% of 330,000 active. inhibition, % at 10 µM;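 active = inhibition above about 50% at the single tested dose, limit read from the data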;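 also: plate controls were DMSO wells with enzyme for no effect and DMSO wells lacking enzyme for full effect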
# Target sequence (Q9GZR1 628-1112 limits assumed): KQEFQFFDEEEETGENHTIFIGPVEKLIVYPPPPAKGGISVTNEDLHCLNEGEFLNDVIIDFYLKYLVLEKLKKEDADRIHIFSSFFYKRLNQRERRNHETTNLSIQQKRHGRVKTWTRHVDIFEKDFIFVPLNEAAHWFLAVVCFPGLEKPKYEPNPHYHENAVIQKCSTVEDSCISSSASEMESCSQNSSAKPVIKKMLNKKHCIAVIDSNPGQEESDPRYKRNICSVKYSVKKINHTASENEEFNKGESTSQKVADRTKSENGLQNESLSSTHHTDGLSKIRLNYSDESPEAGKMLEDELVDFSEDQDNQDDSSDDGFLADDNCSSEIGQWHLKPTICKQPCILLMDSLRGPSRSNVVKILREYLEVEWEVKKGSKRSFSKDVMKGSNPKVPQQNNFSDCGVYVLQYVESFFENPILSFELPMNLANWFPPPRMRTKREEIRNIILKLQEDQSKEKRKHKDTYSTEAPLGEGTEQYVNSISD
# Apaf1 inhib = inhibitors of human Apaf-1 apoptosome | O14727 | reconstituted apoptosome caspase-3 activity, DEVD-Rh110 fluorescence | inhibition, % at 20 µM | 0.71% of 330,000 active | AID 489030; active = inhibition of at least 40% at 20 µM;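 also: plate controls were DMSO wells for no effect and DEVD-CHO caspase inhibitor wells for full effect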
#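 System: reconstituted apoptosome with Apaf-1, cytochrome c, caspase-9, procaspase-3, dATP; Signal: Rh110 fluorescence intensity; Schedule: 30 min compound preincubation, 50 min activation, room temperature; Reagent: cytochrome c trigger plus (Z-DEVD)2-Rh110 caspase-3 substrate.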
# UBC13 polyUb = blocks human UBC13 polyubiquitin chain formation; TR-FRET; inhibition, % at 20 µM; 0.47% of 330,000 active; in the data active = inhibition above about 45%, passing the limit was not always enough
# SENP8 block-1 = inhibitors of human SENP8 protease; Q96LD8; purified SENP8, Z-RLRGG-aminoluciferin cleavage, luminescence; inhibition, % at 10 µM; 1.2% of 330,000 active; AID 2540; in the data active = inhibition above about 50%
# Target sequence (Q96LD8 whole entry, looked up): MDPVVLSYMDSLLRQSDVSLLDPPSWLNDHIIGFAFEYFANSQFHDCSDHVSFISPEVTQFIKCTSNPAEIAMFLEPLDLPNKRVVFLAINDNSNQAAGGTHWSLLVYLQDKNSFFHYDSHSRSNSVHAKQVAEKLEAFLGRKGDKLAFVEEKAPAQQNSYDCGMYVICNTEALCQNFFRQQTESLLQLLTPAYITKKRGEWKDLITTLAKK
# SENP8 block-2 = blocks human SENP8 cleavage of Nedd8 substrate; Q96LD8; recombinant SENP8, Nedd8 substrate fluorescence; inhibition, % at 20 µM; 0.64% of 360,000 active; AID 602440; in the data active = inhibition mostly above about 40%, no sharp cut-off; inactive = mostly below about 27%
# A3G deaminase = blocks human APOBEC3G single-stranded DNA deamination. inhibition, % at 20 µM. AID 493012. 0.28% of 330,000 active. recombinant A3G, ssDNA deamination FAM/TAMRA fluorescence. Q9HC16;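 active = inhibition of at least 40% at 20 µM, with no more than 30% in the related APOBEC3A deaminase screen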;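 also: plate controls were DMSO wells with A3G for no effect and wells lacking A3G enzyme for full effect; some compounds called inactive have numbers as strong as hits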
# The depositor's hits bear a star; i = inactive. Compounds as they come; 3.6% or so of the library scored in one or more.
SMILES,SENP1 inh,SENP7 block,SENP6 block,Apaf1 inhib,UBC13 polyUb,SENP8 block-1,SENP8 block-2,A3G deaminase
Cc1c(C(=O)N2c3ccccc3Sc3ccccc32)cccc1[N+](=O)[O-],3.0,-3.4,-10.4,16.3,13.9,-7.1,16.0,-6.1
CCN(CC)c1cc(CS(=O)c2ccccc2)nc(-c2ccccc2)n1 (stereo unspecified),-0.4,0.7,-13.1,11.9,3.8,-3.0,4.3,-7.1
C=C(C)CN=c1scc(C)n1/N=C/c1ccco1,-2.8,15.5,4.1,5.7,-12.1,1.1,-4.1,-2.9
CC(=O)Nc1nc(CC(C)C)cc2c1c(=O)oc1ccccc12,-0.6,-15.9,-27.4,8.9,1.1,-8.1,-283.3,-5.4
CCCCSc1nc(C)c(CC(=O)OC)c(=O)[nH]1,-1.4,-8.4,-14.3,1.7,-13.3,-11.8,21.5,-2.9
O=[N+]([O-])c1ccc([C@H](O)[C@H](CO)N=Cc2ccccc2O)cc1,-2.3,-4.1,-0.2,-7.6,2.0,2.7,17.4,-9.6
COC(=O)c1c(C)n(-c2ccc(C)cc2)c2ccc(O)cc12,2.1,4.0,-16.0,6.9,9.7,-6.2,-3.5,2.0
O=C(CSc1nnc2c(n1)[nH]c1ccc(F)cc12)Nc1ccccc1F,2.6,2.3,-2.1,8.9,-9.5,8.1,10.1,1.2
O=C(OCCCN=C1NS(=O)(=O)c2ccccc21)c1ccccc1F,0.1,-11.2,-8.2,-2.6,-4.9,-8.5,9.8,-7.5
COc1cc(NC(=O)COc2cccc3c2OC(C)(C)C3)cc(OC)c1OC,-0.3,2.6,1.2,-12.1,-0.7,2.3,6.2,-4.9
O=C(NCc1cccs1)C1CCC(CNS(=O)(=O)c2ccc(Br)s2)CC1 (stereo unspecified),0.2,-11.1,1.4,2.9,11.1,-6.6,14.3,-4.9
Cc1ccc(CN2CCN(CC(=O)N3CCC(C(N)=O)CC3)C2=O)cc1,-0.5,-12.0,-16.8,10.4,-2.7,-13.7,17.8,-13.9
CCOC(=O)c1ccc(OCCOc2cccc(C)c2)cc1,0.3,10.8,-21.5,17.1,-7.3,-17.1,9.0,-1.3
Cn1c(COc2ccc3ccccc3c2)nnc1SCC(=O)O,2.3,4.7,0.2,9.9,-3.6,2.8,-3.1,1.0
CCCC1COC(Cn2cncn2)(c2ccc(C)cc2)O1 (stereo unspecified),2.5,9.0,-17.7,1.4,4.4,-2.6,14.7,7.5
CCc1cccc(CC)c1NC(=S)NCC(c1cccnc1)N(C)C (stereo unspecified),2.2,10.4,9.1,2.5,1.2,5.0,9.3,3.0
CCOC(=O)c1[nH]c2ccc(OC)cc2c1C,2.9,0.7,-9.6,3.3,2.4,1.4,i,-2.7
Cc1cc(S(=O)(=O)NCc2ccc3c(c2)OCO3)ccc1F,0.6,-5.6,1.1,-4.4,5.9,-7.6,16.3,-8.9
CCOC(=O)C1C(c2cc(OC)c(O)c(OC)c2)NC(=S)NC1(O)C(F)(F)F (stereo unspecified),2.0,4.2,5.1,13.2,-3.5,4.6,5.3,-3.8
Oc1cc2c(cc1O)C(c1ccccc1)CNCC2 (stereo unspecified),1.4,5.1,-6.2,-3.7,23.7,4.0,13.9,-4.0
O=c1[nH][nH]c2cc(=O)n(-c3ccc(Cl)cc3)nc12,2.8,10.9,10.8,-5.2,-22.1,0.4,15.3,4.4
CCN(C(=O)COC(=O)c1cccs1)c1c(N)n(Cc2ccccc2)c(=O)[nH]c1=O,-3.2,-2.7,-3.9,7.0,-6.0,-10.8,4.3,-9.2
N#Cc1cc(S(=O)(=O)c2ccc(F)cc2)c(N)[nH]c1=O,-12.5,1.8,7.4,-4.5,11.5,4.0,-54.7,-3.9
CC(=O)C1=C(O)CCC1=NCCc1ccccc1,2.2,2.0,-22.0,-16.0,3.4,-5.5,6.7,-0.3
O=C(Oc1coc(CSc2ncccn2)cc1=O)c1ccccc1[N+](=O)[O-],0.9,-21.0,-33.9,-6.1,17.1,-10.7,25.0,-1.0
O=C(Oc1ccc(=O)n(-c2ccccc2)n1)c1ccc(Cl)cc1,1.4,0.9,-16.8,-8.5,1.8,2.2,14.4,-2.6
Clc1ccccc1C1CC(c2ccccc2)Nc2ncnn21 (stereo unspecified),-0.2,-1.8,12.8,-6.9,3.1,4.9,9.6,-2.8
CC1(C)NC(=O)N(CC(=O)N2CCN(S(=O)(=O)c3ccccc3C(F)(F)F)CC2)C1=O,-1.8,6.4,1.2,26.5,12.7,3.7,15.2,-4.1
CCOC(=O)c1ccc(NC(=O)N2CCN(Cc3ccccc3)CC2)cc1,1.8,-5.2,-5.0,5.9,3.1,4.3,6.4,-4.2
CCC(Sc1nccn1C)C(=O)Nc1nnc(C)s1 (stereo unspecified),3.3,-4.3,-5.9,-1.5,-4.2,0.3,15.8,-1.9
O=S1(=O)CCN(Cc2ccccc2Cl)CC1,0.6,2.5,-13.9,-3.0,0.8,5.4,22.9,-1.1
COc1cccc(OCCn2ccnc2)c1,0.5,-10.4,-9.1,-4.3,-7.8,-14.4,12.1,-3.3
Cc1cc(CN(C)C(=O)CC2C(=O)NCCN2Cc2ccc(F)c(F)c2)on1 (stereo unspecified),-2.8,9.7,18.0,-4.0,5.6,-3.9,-47.6,-14.5
O=C(CC1C(=O)NCCN1Cc1ccc(F)c(F)c1)NCCn1cccn1 (stereo unspecified),-7.5,10.7,-8.0,0.0,0.6,7.7,-44.7,-1.2
Cc1nc2cc(NCc3cc([N+](=O)[O-])ccc3O)ccc2n1Cc1ccccc1,-4.1,-1.2,13.4,-4.6,1.4,4.1,13.6,-6.5
CS(=O)(=O)N(CC(=O)Nc1ccccc1C(=O)NCc1ccco1)c1ccc2c(c1)OCCO2,1.1,3.6,-1.0,-3.3,7.2,-2.7,-11.6,-2.4
Clc1ccc(Nc2ncnc3c2cnn3-c2ccccc2)cc1,-1.4,-0.9,4.4,15.3,8.0,7.2,-214.7,-4.7
CC(=O)Nc1ccc(N2CCC(C)CC2)c([N+](=O)[O-])c1,3.0,6.9,-2.9,2.3,-17.2,3.1,6.1,-0.1
Cc1nnc(SCc2ccccc2)[nH]c1=O,1.6,3.1,-0.2,-3.3,-2.8,0.2,-2.2,-1.6
O=C(Nc1ccc(N2CCOCC2)c(Cl)c1)c1ccccc1Cl,-1.2,-4.7,-9.0,-1.8,3.4,-8.3,13.4,-6.6
Cc1ccc(Nc2ccncc2S(N)(=O)=O)cc1,-0.1,-4.2,-18.2,-11.5,-1.9,1.2,27.7,-6.7
O=C(c1ccc(-n2cncn2)c([N+](=O)[O-])c1)N1CCN(S(=O)(=O)c2ccccc2F)CC1,-0.7,13.6,-20.9,2.2,-8.0,-4.4,4.0,-6.7
COc1ccc(C(=O)N2N=C(c3cccc(OC)c3)CC2(O)C(F)(F)F)cc1 (stereo unspecified),-0.7,2.5,1.2,7.2,2.6,12.2,-3.4,1.1
Cc1ccccc1OCCOC(=O)c1nc2nccc(C)n2n1,1.8,-5.3,3.8,-3.3,-0.8,-12.0,4.9,-2.8
CSc1ccc(/C=C(/NC(=O)c2ccc(C)cc2)C(=O)Nc2cccc(F)c2)cc1,-8.8,7.1,-7.4,-1.6,-1.0,1.8,-305.4,-1.9
CCOC(=O)c1cnn(Cc2ccccc2Cl)c1N,-0.3,-0.3,1.7,-4.4,0.6,4.7,15.9,-3.9
COC(=O)c1cc(NC(=O)CN(c2ccccc2OC)S(=O)(=O)c2ccccc2)ccc1Cl,2.2,-1.3,-10.2,16.0,-11.2,-1.4,17.5,-1.0
O=C(NCc1ccc(Cl)c(Cl)c1)c1cccnc1,2.2,9.7,-25.1,-3.3,5.7,-2.7,21.1,1.9
COc1cc(NS(=O)(=O)c2ccc(Br)cc2)c(OC)cc1NC(=O)c1ccco1,-4.2,2.6,-12.0,20.4,2.8,4.3,8.2,-0.1
Cc1ccc(-n2nnnc2SCc2ccc(C(=O)O)cc2)cc1C,0.0,5.6,12.5,3.8,-2.7,-2.5,8.3,1.8
CCOC(=O)C1(CCOc2ccccc2)CCN(Cc2ccc(O)c(OCC)c2)CC1,1.7,-2.5,2.4,-6.9,11.2,0.7,28.5,-9.9
Cc1c(C)c2ccc(OC(C)C(=O)NCCc3c[nH]c4ccccc34)cc2oc1=O (stereo unspecified),2.0,-2.0,-2.0,3.3,5.3,1.2,7.3,2.1
O=C(COC(=O)c1ccc(Br)c(S(=O)(=O)N2CCOCC2)c1)NCCc1ccccc1,4.0,-0.5,-4.5,7.7,-10.9,-11.5,8.4,-7.1
CN(CCOc1ccc(Cl)cc1)C(=O)CN1C(=O)NC2(CCCC2)C1=O,-2.9,4.4,-10.4,8.8,-0.6,-8.7,7.8,-1.8
COc1ccc(Cn2c(=O)[nH]c3cc(C(=O)N4CCN(c5ccccc5F)CC4)ccc3c2=O)cc1,0.8,7.0,9.2,19.8,-8.9,11.4,2.6,-2.7
CCOC(=O)N1CCN(C(c2ccc(Cl)cc2)c2sc3nc(C)nn3c2O)CC1 (stereo unspecified),0.0,5.2,5.3,5.5,4.5,4.1,9.3,-0.9
Cc1ccc(NC(=O)COC(=O)c2cc(Cl)ccc2Cl)c(Br)c1,1.6,-7.3,-8.3,0.5,-6.2,-4.4,8.4,-5.0
O=C(c1ccc(F)cc1)N1CCC(N2CCOCC2)CC1,1.3,-3.7,-2.3,-2.0,6.2,-6.3,37.2,-6.4
O=C(CNC(=O)c1ccc(Br)o1)Nc1cccc(-c2cnc3ccccc3n2)c1,1.0,-0.5,-23.2,12.5,-4.3,-0.5,-79.6,-4.2
CCC(CCC(=O)Nc1ccn(-c2ccccc2)n1)C(=O)O (stereo unspecified),-0.1,5.4,-2.3,-12.6,3.0,1.7,12.5,-10.9

# (continued)
SMILES,SENP1 inh,SENP7 block,SENP6 block,Apaf1 inhib,UBC13 polyUb,SENP8 block-1,SENP8 block-2,A3G deaminase
COCCNC(=O)C(c1cccs1)N(C(=O)Cn1nnc2ccccc21)c1ccc2c(c1)OCO2 (stereo unspecified),1.3,-0.6,9.6,-8.0,1.1,7.7,29.6,-2.5
COc1ccc(C(NC(=O)/C=C/c2ccco2)c2ccc(OC)c(OC)c2)cc1 (stereo unspecified),-3.2,1.5,6.6,4.3,-4.0,-5.6,4.3,2.8
O=C(O)C1C2C=CC(C2)C1C(=O)Nc1ccc2c(c1)OCCO2 (stereo unspecified),-0.7,3.0,-1.7,-2.2,-2.5,-0.9,13.6,2.3
Cc1ccc(OCC(=O)NCCNC(=O)c2ccncc2)cc1,1.5,5.4,-8.2,2.0,3.3,7.4,-4.5,-10.5
Cn1c(=O)c([N+](=O)[O-])c(NCc2ccccc2Cl)c2ccccc21,-1.3,-5.9,-10.5,12.9,-5.6,3.3,0.7,-8.6

# Record cards, as listed above. Order of screens: SENP1 inh | SENP7 block | SENP6 block | Apaf1 inhib | UBC13 polyUb | SENP8 block-1 | SENP8 block-2 | A3G deaminase
# O=C(O)C1C2C=CC(C2)C1C(=O)Nc1ccc2c(c1)OCCO2 (stereo unspecified) is entered as -0.7 | 3.0 | -1.7 | -2.2 | -2.5 | -0.9 | 13.6 | 2.3
# Cc1ccc(OCC(=O)NCCNC(=O)c2ccncc2)cc1 is entered as 1.5 | 5.4 | -8.2 | 2.0 | 3.3 | 7.4 | -4.5 | -10.5
# Cn1c(=O)c([N+](=O)[O-])c(NCc2ccccc2Cl)c2ccccc21 is entered as -1.3 | -5.9 | -10.5 | 12.9 | -5.6 | 3.3 | 0.7 | -8.6
# COc1ccc(C(NC(=O)/C=C/c2ccco2)c2ccc(OC)c(OC)c2)cc1 (stereo unspecified) is entered as -3.2 | 1.5 | 6.6 | 4.3 | -4.0 | -5.6 | 4.3 | 2.8

# Screening data as filed in PubChem BioAssay.
